Assay outcomes deposited in PubChem by Sanford-Burnham Center for Chemical Genomics.
TIM10 inh: TIM10 yeast growth inhibition; S. cerevisiae TIM10 strain growth, BacTiter-Glo luminescence, 24 h; inhibition, % at 10 µM; 330,000 tested, 1.4% active; AID 463195;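 active = inhibition of 40% or more at the single tested concentration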;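 note: wild-type TIM10 isogenic control strain grown at permissive 25 °C; 0% = DMSO yeast wells and 100% = minimal medium wells without yeast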
NALP3 yeast inh: blocks the NALP3 inflammasome reconstituted in yeast | Yeast reconstituted NLRP3/ASC/caspase-1, beta-gal luminescence, 24 h | 330,000 tested, 0.39% active | inhibition, % at 10 µM | AID 2825;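 active = inhibition of 50% or more; inactive = inhibition below 50%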;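 note: plate controls were induced DMSO wells for no effect and uninduced yeast grown without galactose for full effect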
mIAP activ: increases mouse intestinal alkaline phosphatase activity. AID 2805. activation factor at 10 µM. 330,000 tested, 0.24% active. muIAP, CDP-Star luminescence, 30 min; active compounds read high; 1 = vehicle-only enzyme signal, 0 = enzyme-free wells;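 active = activation factor of at least 2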; note: the source names both 10 and 20 µM as test concentration; values of inactives mirror those of a sister screen read the other way
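System: Mouse IAP enzyme | Also added: CDP-Star substrate | Dosing: Compounds dispensed in DMSO | Schedule: 30 min enzyme-substrate-compound incubation at room temperature | Technique: Chemiluminescence readout | Control set: DMSO-only wells and no-enzyme negative control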
mIAP block: blocks mouse intestinal alkaline phosphatase. purified mouse IAP, CDP-Star luminescence, 30 min. inhibition, % at 10 µM. 330,000 tested, 0.2% active;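 active = inhibition of at least 40% at 10 µM in the primary screen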;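 note: plate controls were DMSO with enzyme for no effect and no enzyme wells for full effect; values of inactives mirror those of a sister screen read the other way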
tim10-1 inh: tim10-1 yeast growth inhibition; S. cerevisiae tim10-1 ts strain growth, BacTiter-Glo, 24 h; inhibition, % at 20 µM; 330,000 tested, 2.2% active;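 active = inhibition of at least 40%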;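 note: mutant grown at 25 °C; 0% = DMSO wells with yeast and 100% = wells holding no yeast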
ATG4B inhibitor: ATG4B (human) cysteine protease inhibition. Q9Y4P1. ATG4B cleavage of LC3-PLA2, NBD-HPC fluorescence, 1 h. inhibition, % at 8.33 µM. 340,000 tested, 0.51% active. AID 504462; in the data active = inhibition above about 40%
Target sequence (Q9Y4P1 whole entry, looked up): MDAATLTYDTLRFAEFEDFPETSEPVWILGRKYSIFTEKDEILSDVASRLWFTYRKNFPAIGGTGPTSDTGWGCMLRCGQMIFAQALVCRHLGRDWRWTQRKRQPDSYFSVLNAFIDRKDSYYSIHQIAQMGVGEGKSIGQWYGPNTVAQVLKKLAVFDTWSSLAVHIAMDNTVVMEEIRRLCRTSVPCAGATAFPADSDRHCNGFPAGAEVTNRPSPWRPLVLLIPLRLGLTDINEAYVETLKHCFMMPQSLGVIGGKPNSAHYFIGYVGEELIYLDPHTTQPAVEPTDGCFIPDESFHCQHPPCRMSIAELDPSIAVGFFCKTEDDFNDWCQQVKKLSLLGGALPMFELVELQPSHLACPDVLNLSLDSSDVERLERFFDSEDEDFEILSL
hIAP inh: blocks human intestinal alkaline phosphatase; 330,000 tested, 0.12% active; AID 2544; purified IAP, CDP-Star luminescence, 30 min; inhibition, % at 10 µM; P09923;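 active = inhibition reaching a set limit with compound at 10 µM in the primary screen, cut at about 35% in these data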;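 note: plate controls were DMSO wells with enzyme for no effect and no-enzyme buffer wells for full effect; values of inactives mirror those of a sister screen read the other way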
Target sequence (P09923 whole entry, looked up): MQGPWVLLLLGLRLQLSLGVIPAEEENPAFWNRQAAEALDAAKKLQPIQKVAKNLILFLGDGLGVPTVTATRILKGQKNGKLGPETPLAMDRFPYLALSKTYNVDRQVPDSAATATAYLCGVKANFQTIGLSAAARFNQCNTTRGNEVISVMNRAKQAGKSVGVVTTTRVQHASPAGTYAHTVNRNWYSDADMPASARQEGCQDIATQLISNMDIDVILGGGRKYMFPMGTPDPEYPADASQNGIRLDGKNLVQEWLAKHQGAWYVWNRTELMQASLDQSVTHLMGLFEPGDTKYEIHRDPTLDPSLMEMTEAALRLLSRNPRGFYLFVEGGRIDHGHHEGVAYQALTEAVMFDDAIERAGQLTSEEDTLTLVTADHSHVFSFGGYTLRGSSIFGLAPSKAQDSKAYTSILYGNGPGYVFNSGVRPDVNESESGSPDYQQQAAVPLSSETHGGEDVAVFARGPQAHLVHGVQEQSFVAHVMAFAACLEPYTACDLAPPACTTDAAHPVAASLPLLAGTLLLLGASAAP
Apaf-1 inh: blocks human Apaf-1 apoptosome activity; AID 489030; reconstituted apoptosome caspase-3 activity, DEVD-Rh110 fluorescence; O14727; 330,000 tested, 0.71% active; inhibition, % at 20 µM; active = inhibition of at least 40% at 20 µM;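 note: plate controls were DMSO wells for no effect and DEVD-CHO caspase inhibitor wells for full effect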
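Material: reconstituted apoptosome with Apaf-1, cytochrome c, caspase-9, procaspase-3, dATP; medium: pH 7.5 Hepes buffer with CHAPS, BSA, DTT; also added: cytochrome c and DEVD-Rh110 substrate; timing: 30 min plus 50 min, RT; signal: Rh110 fluorescence intensity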
hIAP activ: human IAP activation; P09923; AID 2524; purified human IAP, CDP-Star luminescence, 30 min; active compounds read high; 1 = vehicle-only enzyme, 0 = enzyme-free background; activation factor at 10 µM; 330,000 tested, 0.16% active;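 active = activation factor of the enzyme at least 2-fold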; note: the source names both 10 and 20 µM as test concentration; values of inactives mirror those of a sister screen read the other way
Numbers without * were called inactive; . = not tested or not shown.

molecule	mIAP block	tim10-1 inh	hIAP inh	Apaf-1 inh	TIM10 inh	NALP3 yeast inh	mIAP activ	ATG4B inhibitor	hIAP activ
O=C(Nc1nncs1)c1cccc(S(=O)(=O)N2CCOCC2)c1	5	-9	0	-4	-4	5	0.95	-2	1
CCc1c(C)sc(NC(=O)Cc2ccccc2C)c1C(=O)N1CCOCC1	-8	12	10	2	3	18	1.1	1	0.9
CCOC(=O)CCCCCC(=O)Nc1ccc2c(c1)C(=O)N([C@H](C)CO)C[C@@H](C)[C@H](CN(C)S(=O)(=O)c1cn(C)cn1)O2	-11	-4	10	9	2	7	1.1	1	0.9
CC(C)COc1ccc(-c2nn(-c3ccccc3)cc2C(=O)Nc2nccs2)cc1	8	32	-32	-3	6	2	0.92	-7	1.3
CS(=O)(=O)c1ccc(C(=O)OCC(=O)NC23CC4CC(CC(C4)C2)C3)cc1[N+](=O)[O-]	-2	29	-17	10	27	-6	1	-11	1.2
CN(C(=O)COC(=O)COc1ccc2ccccc2c1)c1c(N)n(Cc2ccccc2)c(=O)[nH]c1=O	-4	-3	-4	11	16	19	1	-2	1
COc1ccc(CCN2CC(C(=O)NCCc3ccccc3C)CCC2=O)cc1 (centres undefined)	-2	25	-2	-3	4	9	1	-8	1
CCOc1ccc(NC(=O)C2CCCN(S(=O)(=O)c3cnc[nH]3)C2)cc1 (centres undefined)	-4	8	8	8	1	29	1	-12	0.92
CS(=O)(=O)N(CCc1ccccc1)CC(=O)NCc1ccccc1	-2	5	-41	-5	-12	1	1	-5	1.4
CC(C)(C)NC(=O)C(=O)NNC(=O)c1ccco1	20	-15	-28	-2	0	23	0.8	0	1.3
COc1ccccc1N1CCN(S(=O)(=O)CCNC(=O)C2CC2)CC1	-7	14	-19	6	11	22	1.1	-1	1.2
COc1cccc(C(=O)NCC(=O)N/N=C/c2cccnc2)c1	3	13	-11	-4	6	9	0.97	3	1.1
CCOC(=O)c1ccccc1NC(=O)CSc1ccc(-c2cccnc2)nn1	-14	3	-3	14	-18	4	1.1	-18	1
CC(=O)Nc1ccc(NS(=O)(=O)c2ccc3[nH]c(=O)[nH]c3c2)cc1	18	14	-1	12	-1	2	0.82	-2	1
Cc1cc(C(=O)N/N=C(\CCC(=O)O)c2cccs2)c2ccccc2n1	4	-2	-15	-3	5	7	0.96	-4	1.2
COc1cc(SC)ccc1C(=O)Nc1nc(C)cc(C)n1	-4	-1	-26	-2	-5	16	1	-3	1.3
O=C(Cn1cc([N+](=O)[O-])ccc1=O)NCc1ccc(Cl)cc1Cl	4	0	12	-19	-6	14	0.96	4	0.88
Cc1ccc(C2(c3noc(CN(C)Cc4cccnc4)n3)CCCC2)cc1	1	15	-3	-17	10	9	0.99	-8	1
O=C(c1ccco1)N1CCN(Cc2nnc(-c3cccc(Cl)c3)o2)CC1	3	8	-2	3	3	22	0.97	0	1
COc1ccccc1OC(C)C(=O)Nc1nc(-c2ccc(S(=O)(=O)N3CCOCC3)cc2)cs1 (centres undefined)	2	39	11	22	9	7	0.98	-14	0.89
CCc1ccc(CN(C(=O)c2ccco2)C2CCS(=O)(=O)C2)cc1 (centres undefined)	5	6	-6	4	-12	-1	0.95	0	1.1
CCc1ccc(-n2c(=O)c3ccccc3n(CC(=O)C(C)(C)C)c2=O)cc1	1	1	10	9	5	8	0.99	6	0.9
CCCCN(Cc1cc2cc(OC)ccc2[nH]c1=O)C(=O)c1ccco1	-4	2	7	10	-1	9	1	2	0.93
Cc1ccc2nc3n(c(=O)c2c1)CCCCC3	-12	2	7	0	-8	-1	1.1	-4	0.93
Cc1ccccc1NC(=O)c1cccc(OCc2c(C)noc2C)c1	-5	33	-3	10	13	11	1	-5	1
CN(C)CCCNC(=O)C(=O)Nc1cc2c3c(c1)CC(=O)N3CCC2	5	-4	-12	-3	0	8	0.95	5	1.1
Cc1cc(C)c(C)c(S(=O)(=O)Nc2ccc(C(N)=O)cc2)c1C	-1	8	0	11	-5	4	1	2	1
CCOC(=O)c1c(C)[nH]c(C)c1S(=O)(=O)N1CCN(c2ccc([N+](=O)[O-])cc2)CC1	16	11	-5	14	13	11	0.84	-14	1
CN(C)c1nc(Nc2ccccc2)nc(Oc2ccc(=O)[nH]n2)n1	2	13	-6	0	-1	5	0.98	-14	1.1
CN(c1ccccc1)S(=O)(=O)c1ccc(Cl)c(C(=O)Nc2nc3ccccc3[nH]2)c1	14	11	-14	-19	15	16	0.86	-2	1.1
CCCCN(C)S(=O)(=O)c1ccc(C(=O)Nc2nnc(-c3cccs3)o2)cc1	9	16	10	17	1	11	0.91	.	0.9
CC1=C(C(N)=O)C(c2cccnc2)n2nc(SCc3ccccc3Cl)nc2N1 (centres undefined)	-12	15	-8	7	9	4	1.1	3	1.1
COc1cc2c(cc1OC)C(C)N(S(=O)(=O)c1cnc(Cl)c(Cl)c1)CC2 (centres undefined)	7	31	-7	4	24	-1	0.93	-12	1.1
CCCc1cc(CNC(=O)C2CCC(=O)N(CCc3cccc(F)c3)C2)on1 (centres undefined)	4	-1	8	-1	1	1	0.96	24	0.92
COc1cc(/C=C/C(=O)NCc2ccccn2)cc(OC)c1OC	0	15	4	0	0	1	1	-7	0.95
Nc1cccc2[nH]c(C(F)(F)F)nc12	4	2	1	-7	8	-3	0.96	10	0.99
COc1cc(CNCc2cccnc2)ccc1OCC(=O)NC1CCCCC1	2	5	-10	-22	-1	10	0.98	-13	1.1
Cc1c(C(=O)Nc2ccc3c4c(cccc24)CC3)cccc1[N+](=O)[O-]	6	-3	-11	29	6	11	0.94	-4	1.1
COc1ccccc1CNc1nc(SC)ncc1CO	-2	0	-2	8	8	8	1	-1	1
CCOc1c(Br)cc(Br)cc1/C=C1\SC(N)=NC1=O	5	-8	-18	2	-1	19	0.95	0	1.2
Cc1ccc(C)c(NC(=O)c2ccc3ccccc3n2)c1	7	19	11	17	16	16	0.93	-14	0.89
Cc1nc(NC(=O)c2c(-c3ccccc3Cl)noc2C)sc1C	6	18	-13	5	14	22	0.94	-4	1.1
CC(=O)Nc1ccc(S(=O)(=O)N2CCN(c3ccc(C)c(Cl)c3)CC2)cc1	-21	25	-2	9	19	5	1.2	-3	1
CCOc1ccc(NC(=O)CSc2nc3nc4c(cc3c(=O)n2CC)COC(C)(C)C4)cc1	-3	3	9	-8	8	18	1	2	0.91
O=C(O)c1ccc(N=NNc2cccc([N+](=O)[O-])c2)cc1	-7	16	9	0	12	5	1.1	8	0.91
C=CCNC(=O)/C(=C/c1ccc(Br)cc1)NC(=O)c1ccccc1OC	5	21	-4	1	9	7	0.95	-18	1
O=C(Nc1ccc(Br)cc1)N1CCCC(O)C1 (centres undefined)	-9	3	12	0	9	14	1.1	0	0.88
Cc1cccc(C)c1NS(=O)(=O)c1c(C(=O)N2CCCCC2)c(C)n(C)c1C	0	1	8	-1	18	3	1	1	0.92
CCc1ccc(NC(=O)C2CCCN(S(=O)(=O)c3cnc[nH]3)C2)cc1 (centres undefined)	9	12	3	4	4	6	0.91	8	0.97
Cn1cccc1C(=O)NNC(=O)c1ccccc1Br	-1	1	0	-1	7	6	1	3	1
Cc1onc(-c2c(F)cccc2Cl)c1C(=O)N1CCCCC1	-14	16	-2	6	11	24	1.1	-5	1
CN(C(=O)CSc1ncn[nH]1)C1(C#N)CCCCC1	4	-21	-2	1	2	19	0.96	-3	1
CCOC(=O)c1ccc(NCCOC)c([N+](=O)[O-])c1	2	7	8	-10	-11	17	0.98	6	0.92
Cc1ccc(NC(=O)COC(=O)c2ccc3c(c2)OCO3)cc1S(=O)(=O)N1CCCCC1	-40	18	13	16	4	5	1.4	-14	0.87
COc1ccccc1NC(=O)/C(=C/c1ccncc1)NC(=O)c1ccccc1	2	-3	9	-7	-8	18	0.98	-9	0.91
CC(C)COP(=O)(c1ccc(N(C)C)cc1)C(O)c1cccnc1 (centres undefined)	-11	-11	-4	-22	-8	6	1.1	4	1
CC(C)CNC(=O)C1CCN(c2ccc(S(=O)(=O)N3CCOCC3)cc2)CC1	3	10	18	-1	-21	8	0.97	11	0.82
COc1ccc(OC)c(S(=O)(=O)NCc2cn3cccc(C)c3n2)c1	5	17	1	-21	16	-8	0.95	14	0.99
O=c1c2[nH]c3ccccc3c2ncn1CCN1CCNCC1	6	-4	2	2	0	-3	0.94	5	0.98
COc1ccccc1N(CCN1C(=O)c2cccc3cccc(c23)C1=O)C(=O)c1ccncc1	6	0	-6	2	9	7	0.94	.	1.1

Continuation.
molecule	mIAP block	tim10-1 inh	hIAP inh	Apaf-1 inh	TIM10 inh	NALP3 yeast inh	mIAP activ	ATG4B inhibitor	hIAP activ
O=C(Nc1ccc2c(c1)OCO2)c1c(F)cccc1F	3	11	14	-23	6	-13	0.97	3	0.86
COc1ccc(NC(=O)COC(=O)c2cccn2C)cc1S(=O)(=O)N1CCCCC1	-2	-3	2	13	-1	4	1	-5	0.98
Cn1cccc1Cc1nnc(SCC(=O)NCC2CCCO2)n1-c1ccc(F)cc1 (centres undefined)	11	10	13	-3	-4	-6	0.89	-3	0.87
Cc1nn(C)cc1S(=O)(=O)NC1CCCC1	8	-6	14	0	-5	24	0.93	4	0.86
O=S(=O)(c1ccccc1)N1CCC2(CC1)OCCO2	2	-13	7	-1	-4	15	0.98	0	0.93
CN(c1nc2ccccc2[nH]c1=O)C1CCCCC1	-5	8	7	7	-13	23	1	-4	0.93
CC(C)(C)C(=O)/C=C1\NC(=O)CS1	-14	-16	-8	7	-6	-13	1.1	-6	1.1
O=C(Cc1nc2ccccc2[nH]1)c1cccc([N+](=O)[O-])c1	12	17	3	10	1	16	0.88	-8	0.97
O=c1cc(-c2ccccc2Cl)oc2cc(O)cc(O)c12	6	10	-1	9	2	15	0.94	-8	1
COc1ccc(OCC(=O)OC2CCCN(C)C2)cc1 (centres undefined)	-1	-8	3	-7	-3	12	1	-2	0.97
O=c1cc(-c2ccccc2)c2ccc(O)cc2o1	-30	-21	-4	0	-38	24	1.3	5	1
CCOC(=O)COn1c(=O)c(-c2ccc(OC)c(OC)c2)[n+]([O-])c2ccccc21	14	-35	-2	-1	-29	19	0.86	.	1
Cc1cc(C(=O)CSc2nnnn2C)c(C)n1CCc1ccc(F)cc1	-4	13	0	2	-6	11	1	-13	1
CC1=NN(C)C(=O)C1Cc1c(F)cccc1Cl (centres undefined)	-3	17	9	-23	17	-12	1	-2	0.91
Cc1cc(-c2nnc(SCC(=O)Nc3cccc(Cl)c3)n2N)n[nH]1	-1	4	-40	-3	-6	13	1	7	1.4
N#CC1=C(N)N2C(=C(C#N)C13CCCCC3)SC1CCCCC12O (centres undefined)	-3	26	-6	22	-8	-1	1	-4	1.1

Part of the list above, field by field:
Cc1cc(C(=O)N/N=C(\CCC(=O)O)c2cccs2)c2ccccc2n1
- mIAP block: 4
- tim10-1 inh: -2
- hIAP inh: -15
- Apaf-1 inh: -3
- TIM10 inh: 5
- NALP3 yeast inh: 7
- mIAP activ: 0.96
- ATG4B inhibitor: -4
- hIAP activ: 1.2
COc1cc(SC)ccc1C(=O)Nc1nc(C)cc(C)n1
- mIAP block: -4
- tim10-1 inh: -1
- hIAP inh: -26
- Apaf-1 inh: -2
- TIM10 inh: -5
- NALP3 yeast inh: 16
- mIAP activ: 1
- ATG4B inhibitor: -3
- hIAP activ: 1.3
